Compound activity from PubChem.
HCMV antiviral = human cytomegalovirus inhibition; AID 1259415; HFF cells, HCMV-luciferase reporter, 72 h; active compounds read low; activity change, negative = inhibition, % at 57.5 µM; 4.5% of 410,000 active; in the data active = activity change below about -60%; inconclusive = no clear call, values can overlap the other calls; inactive = above about -39%
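HFF cells seeded 16 h at 37C, treated with compounds, infected with luciferase-reporter HCMV at MOI 1 PFU/cell; luciferase read at 72 h post infection, normalized to buffer-only and Salinomycin controls.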
TbPYK inhibitor = inhibitors of Trypanosoma brucei pyruvate kinase; Q57TT1; Potency, µM (highest dose often 76.8 µM), without a hit: at the highest dose activity, negative = inhibition, usual class: inhibitors; AID 624173; TbPYK enzyme, Kinase-Glo Plus ATP luminescence, 45 min; 0.12% of 410,000 active; note: potency is the fitted concentration of half-maximal effect; nearly all actives have a fitted effect of over 50% in size
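Luminescent Kinase-Glo Plus end-point after 45 min room-temperature reaction of T. brucei pyruvate kinase started with 130 uM ADP (final). Buffer TEA 50 mM pH 7.2 with KCl, MgCl2, BSA, Tween-20; titration-based qHTS with fitted concentration-effect curves.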
AmpC inh detg = blocks E. coli AmpC beta-lactamase in detergent assay; P00811; AmpC hydrolysis of nitrocefin, absorbance 480 nm, 0.01% Triton; Potency, µM (titrated, usually from 114 µM), for the others: at the top dose activity change, negative = inhibition, usual class: inhibitors; 0.041% of 370,000 active; AID 485294;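 note: potency is the fitted concentration of half-maximal effect; 0% = no-compound wells and -100% = no-enzyme wells; nearly all actives have a fitted effect of over 25% in size; some results filed as inactive show a strong effect at the top dose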
Target sequence (P00811 whole entry, looked up): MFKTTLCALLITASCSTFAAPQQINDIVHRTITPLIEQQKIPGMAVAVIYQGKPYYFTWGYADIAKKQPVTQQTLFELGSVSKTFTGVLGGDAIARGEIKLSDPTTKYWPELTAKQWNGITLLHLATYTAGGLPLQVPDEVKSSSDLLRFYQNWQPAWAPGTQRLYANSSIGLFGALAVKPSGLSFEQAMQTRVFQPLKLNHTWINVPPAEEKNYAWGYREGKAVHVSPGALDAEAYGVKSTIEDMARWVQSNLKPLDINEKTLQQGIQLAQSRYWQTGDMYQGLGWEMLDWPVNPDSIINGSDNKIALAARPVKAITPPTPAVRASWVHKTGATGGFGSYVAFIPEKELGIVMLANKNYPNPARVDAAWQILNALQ
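20 mM phosphate pH 7.0 + 0.01% (detergent screen) or 0.0001% Triton X-100; 5.3 nM AmpC reagent; cpd preinc 15 min RT; nitrocefin (800 uM stock) to start; A480 q20 s × 4 min; Activity was normalised to no-enzyme and no-compound control wells.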
AMA1-RON2 inh = AMA1-RON2 (P. falciparum) interaction inhibition; AlphaScreen AMA1-biotinylated RON2 peptide binding; Potency, µM (titrated, usually from 58.2 µM), for the others: top-dose activity change, negative = inhibition, most hits filed as inhibitors; 0.2% of 360,000 active;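 note: potency is the fitted concentration of half-maximal effect; 0% = vehicle wells and -100% = peptide control; nearly all actives have a fitted effect of over 45% in size; some results filed as inactive show a strong effect at the top dose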
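AMA1 (3D7) with his tag at 25 nM final met compounds first, then biotinylated RON2 peptide at 25 nM; detection used donor plus acceptor beads, 10 µg/mL apiece, read by AlphaScreen after 30 min at room temperature.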
HCV inhibitor = inhibitors of hepatitis C virus infection | Huh7.5.1 HCVcc-Cre infection, luciferase reporter, 44 h | Potency, µM (titrated, usually from 41.8 µM), for inactives: at the highest dose activity change, negative = inhibition, most hits filed as inhibitors | 3.4% of 340,000 active | AID 651820; note: potency is the fitted concentration of half-maximal effect
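HCVcc-Cre virus at an moi near 0.5 was added right after compound to cells cultured 4 h from seeding (1,000 cells/well). Luciferase activity was determined 44 h later, 15 min after substrate addition at RT.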
LmPK inh = inhibitors of Leishmania mexicana pyruvate kinase | Potency, µM (top dose mostly 57.5 µM), for the others: at the top dose activity change, negative = inhibition, actives largely listed as inhibitors | purified LmPK, Kinase-Glo ATP luminescence, 1 h | 0.37% of 290,000 active; note: potency is the fitted concentration of half-maximal effect
Target sequence (Q27686 whole entry, looked up): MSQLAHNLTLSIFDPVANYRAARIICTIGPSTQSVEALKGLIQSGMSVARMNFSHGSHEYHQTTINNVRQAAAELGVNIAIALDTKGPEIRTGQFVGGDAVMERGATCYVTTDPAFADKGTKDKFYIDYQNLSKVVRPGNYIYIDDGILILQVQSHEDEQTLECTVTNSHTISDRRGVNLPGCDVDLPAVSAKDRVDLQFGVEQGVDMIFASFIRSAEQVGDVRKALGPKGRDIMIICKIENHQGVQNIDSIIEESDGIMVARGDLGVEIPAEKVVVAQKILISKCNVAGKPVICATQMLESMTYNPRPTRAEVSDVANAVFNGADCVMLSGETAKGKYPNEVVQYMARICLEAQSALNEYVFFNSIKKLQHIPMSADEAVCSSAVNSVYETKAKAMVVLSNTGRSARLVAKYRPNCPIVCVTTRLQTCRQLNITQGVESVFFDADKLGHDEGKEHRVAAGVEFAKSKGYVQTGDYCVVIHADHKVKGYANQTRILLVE
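ATP generated from ADP (0.1 mM) and PEP (0.5 mM) by 0.1 nM LmPK over 1 h at room temperature (pH 7.2 imidazole buffer) was detected by coupled luciferase luminescence. Values were normalized to uninhibited and no-enzyme wells.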
AmpC inh no detg = blocks E. coli AmpC beta-lactamase in detergent-free assay; P00811; AmpC nitrocefin hydrolysis, absorbance 480 nm, 0.0001% Triton; Potency, µM (highest dose often 57.1 µM), without a hit: at the top dose activity change, negative = inhibition, usual class: inhibitors; 0.52% of 330,000 active; AID 485341;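 note: potency is the fitted concentration of half-maximal effect; plate controls were no compound for no effect and no enzyme for full effect; nearly all actives have a fitted effect of over 20% in size; some results filed as inactive show a strong effect at the top dose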
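20 mM phosphate pH 7.0 + 0.01% (detergent screen) or 0.0001% Triton X-100; 5.3 nM AmpC reagent; cpd preinc 15 min RT; nitrocefin (800 uM stock) to start; A480 q20 s × 4 min; Activity was normalised to no-enzyme and no-compound control wells.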
* hit, by the source's call; ? = inconclusive; · = no result given; & = joins results of further samples; [ ] = remark or other dose. Unless noted, calls come from the whole dose curve; as a rule, active = well fitted curve in the direction sought with a large enough effect; inconclusive = small, poorly fitted or top-dose-only effect, or another doubt; inactive = no such curve, though single readings can be large; an effect the other way counts as inactive or inconclusive. Unless noted, % is set by controls: 0 for no effect and ±100 for the full control effect.

SMILES	HCMV antiviral	TbPYK inhibitor	AmpC inh detg	AMA1-RON2 inh	HCV inhibitor	LmPK inh	AmpC inh no detg
COc1ccc(-c2nc3ccccc3c(=O)n2CCc2ccc(O)cc2)cc1	-62.0*	-0.2%	-7.1%	-5.1%	-8.3%	6.9%	-27.9%
COc1ccc(CNC(=O)CCCN2C(=O)CSc3c2c(C)nn3-c2ccccc2)c(OC)c1	6.5	1.8%	-1.7%	·	·	·	·
Cc1ccc(S(=O)(=O)N2C[C@H]3C(=O)C[C@@H](c4cccs4)N(S(=O)(=O)c4ccc(C)cc4)[C@H]3C[C@H]2c2ccccc2)cc1	-13.6	2.7%	·	0.8%	·	·	·
O=c1[nH]c(=S)n(C2CC2)c(O)c1/C=N/Nc1ccccc1	-21.9	-8.8%	-11.3%	28.1%	10.6%	2.1%	12.6µM*
CCOC(=O)N/N=C(\C)c1ccc(OC(F)F)cc1OC(F)F	-8.2	0.5%	?	30.9%[activator]	?	-7.5%	-6.3%
CC1CCN(Cc2nnnn2-c2ccc(Cl)cc2)CC1	-2.5	0.3%	-0.2%	-4.5%	0.2%	-3.2%	-3.7%
COc1ccc(NC(=O)Nc2ccccc2F)c([N+](=O)[O-])c1	?	0.2%	?	0.2%	-2.6%	3.8%	-24.7%
O=C(c1ccc(Br)o1)N1CCN(c2ccc(F)cc2)CC1	-35.2	-2.1%	-8.9%	-4.6%	-1.7%	-4.7%	-2.6%
COc1cccc2c1Oc1ncccc1N(c1ccc(C(=O)NCc3ccccc3C)s1)C2	-16.0	-0.6%	-1.5%	·	·	·	·
CC(=O)Nc1cccc(NC(=O)C2C3C=CC(C3)C2C(=O)O)c1 (stereo not drawn)	-4.6	4.3%	-1.8%	1.7%	13.2%	-2.0%	-2.8%
O=C(Nc1ccc(N2CCN(C(=O)c3ccco3)CC2)cc1)c1ccccc1	156.6	-8.4%	-4.2%	2.7%	-11.2%	-3.0%	-11.2%
O=C(N/N=C1\CCCCc2ccccc21)c1ccccn1	24.3	3.2%	4.3%	63.3%[activator]	13.1%	-3.7%	-4.6%
CCc1nnc(NC(=O)c2cccc(S(=O)(=O)N3CCCC3)c2)s1	29.1	-0.5%	-12.3%	7.2%	19.9%	5.2%	-28.6%
CCCn1c(=O)c2sccc2n2c(CCCC(=O)NCCOC)nnc12	?	0.5%	7.4%	·	·	·	·
Cc1cnc(=O)[nH]c1SCC(=O)Nc1nccs1	-27.5	4.6%	-17.9%	16.1%	2.4%	·	-3.8%
c1csc(CNc2ncnc3nc[nH]c23)c1	-8.2	1.6%	2.5%	2.2%	2.4%	-1.8%	-24.3%
O=C(/C=C/c1ccc2c(c1)OCO2)N1CCOCC1	91.0	-0.4%	?	14.3%	-2.0%	-8.9%	-11.6%
COc1cccc(NC(=O)COc2ccc3c(c2)CCC3)c1	32.0	-3.4%	?	-2.5%	?	0.2%	-48.6%[11.4 µM]
CC(=O)Nc1ccc(NC(=O)C(C)OC(=O)CCCOc2ccc(Cl)c(C)c2)cc1 (stereo not drawn)	-6.0	-8.6%	-10.3%	8.5%	30.0%	0.3%	32.7%
O=C(c1ccc2nccnc2c1)N1CCN(Cc2ccc3c(c2)OCO3)CC1	-18.0	2.6%	-8.8%	-19.3%	-11.6%	1.2%	-16.8%
O=[N+]([O-])c1nn(-c2ccccc2)n(O)c1=NCc1ccc2c(c1)OCO2	87.2	-1.7%	-13.8%	-5.2%	-16.0%	8.8%	-21.4%
CCOC(=O)C1=NN(C(C)=O)C2(CC(=O)N(c3cc(C)cc(C)c3)C2=O)C1 (stereo not drawn)	19.6	4.6%	?	24.5%	8.0%	1.1%	1.5%
CC(C)COP(=O)(OCC(C)C)C(O)c1ccccc1F (stereo not drawn)	26.7	-12.6%	-3.7%	1.6%	17.3%	8.8%	18.1%
COC(=O)c1cc2oc3ccccc3c2n1CC(=O)Nc1ccccc1OC	107.7	-6.4%	1.0%	2.4%	18.7%	4.8%	-16.7%
COc1ccc2[nH]cc(CCN=C(NC(=O)c3ccccc3OC)Nc3nc(C)cc(C)n3)c2c1	-95.8*	3.3%	3.0%	·	·	·	·
(list continues)
SMILES	HCMV antiviral	TbPYK inhibitor	AmpC inh detg	AMA1-RON2 inh	HCV inhibitor	LmPK inh	AmpC inh no detg
C=CCn1cc(/C=C2/NC(=O)NC2=O)c2ccccc21	9.0	-2.4%	-9.7%	4.4%	-24.6%	0.4%	-13.2%
CC1(C)Cc2ccccc2C(=NC(Cc2ccccc2)C(=O)O)N1 (stereo not drawn)	43.2	1.5%	-0.6%	35.9%[activator]	13.9%	-2.7%	-15.7%
CC(OC(=O)c1ccccc1NS(=O)(=O)c1cccc(N)c1)C(=O)N(C)Cc1ccccc1 (stereo not drawn)	-72.1*	2.3%	-12.1%	-23.4%	?	-2.5%	-15.8%
O=S1(=O)C[C@@H](O)[C@@H](Nc2ccccc2)C1	13.5	-4.0%	-0.9%	3.9%	27.6%	-10.9%	-12.2%
Cc1oc(C(C)(C)C)cc1C(=O)N1CCCC1C(=O)O (stereo not drawn)	22.6	2.7%	?	3.8%	12.9%	0.1%	-18.9%
CC(C)N(C(=O)Cn1cc(SCC(=O)NCc2ccco2)c2ccccc21)C(C)C	12.8	-15.9%	3.9%	-18.0%	7.7%	7.0%	12.4%
COc1ccc(S(=O)(=O)Nc2cccc(-n3cnnn3)c2)cc1	-27.3	-8.4%	0.3%	4.4%	4.6%	10.4%	-29.5%
COCCCn1c(C(=O)NCCC2=CCCCC2)cc2c(=O)n3ccccc3nc21	-5.6	-1.5%	-2.6%	-4.5%	-4.9%	0.0%	-13.0%
COc1ccccc1N(CC(=O)NC(C)(C)C)C(=O)c1ccc(Cl)nc1	32.9	1.5%	-3.2%	5.6%	4.4%	4.0%	-2.7%
Cc1cc(NC(=O)c2cnn3c(C(F)(F)F)cc(-c4ccccc4)nc23)no1	-37.3	6.5%	?	-3.1%	7.08µM*	6.6%	-1.2%
O=C(O)C1CCCCC1C(=O)NCCc1ccc(F)cc1 (stereo not drawn)	8.9	5.9%	2.2%	19.9%	16.1%	2.8%	4.4%
CNC(=O)CSc1nnc(-c2cccc(S(=O)(=O)N3CCOCC3)c2)n1-c1ccc(F)cc1	39.2	2.3%	2.4%	-5.4%	0.9%&5.2%	4.1%	1.9%
CCC(=O)c1ccc(OCC(=O)OCC(=O)N2c3ccccc3CC2C)cc1 (stereo not drawn)	21.9	4.4%	?	0.5%	9.0%	·	-37.7%
N#Cc1nc(/C=C/c2ccccc2)oc1NCCCN1CCOCC1	-36.8	-5.4%	-1.4%	-6.2%	0.9%	-2.0%	97.3%[activator]
CN1C2CCC1CC(OC(=O)c1cc(Cl)cc(Cl)c1)C2 (stereo not drawn)	17.2	12.1%&-12.4%	-12.4%	10.1%	14.1µM*	1.3%	-2.0%
CC(C)CC(=O)Nc1nc(=S)ss1	1.4	-14.6%	-3.4%	3.0%	-1.4%	-3.2%	-40.0%
CC[C@@]1(C(=O)OC)N[C@H](CN(C)C(=O)Nc2ccc(F)cc2)[C@@H]2C(=O)N(C)C(=O)[C@@H]21	4.3	-1.5%	·	-10.0%	-9.9%	·	-6.9%
CC(=O)NCCNC(=O)C1(C)Cc2c(-c3ccccc3)ccnc2O1 (stereo not drawn)	-20.1	7.3%	·	-0.2%	·	·	·
Cc1ccc(SCC(=O)Nc2ccc(N3CCN(c4ccccc4)CC3)c(F)c2)cc1	-17.1	5.3%	-1.6%	-5.1%	6.9%	2.5%	-9.5%
O=C(O)/C=C/C(=O)Nc1ccc(OCc2ccccc2)cc1	32.2	-11.1%	-0.2%	-14.3%	15.3%	-1.7%	-21.8%
CCN(CCO)c1ccc(N=Nc2cc(C)[nH]n2)cc1	-79.6*	-14.7%	3.3%	-21.0%	-3.8%	-5.2%	2.1%
CCN(CC)CCCN(C(=O)c1ccccc1C)c1nc(-c2ccc(OC)cc2)cs1	59.5	9.7%	-15.0%	-25.1%	-30.0%	4.0%	35.2%
Cc1ccc(NS(=O)(=O)c2cc(C(=O)NCCSc3ccc(C)cc3)ccc2C)cc1	-97.6*	2.5%	-4.1%	0.9%	?	0.1%	-35.2%
O=C(Nc1nc(=O)c2ccccc2s1)c1ccccc1	32.9	3.9%	-2.1%	-12.3%	11.7%	-11.0%	-15.5%
NC(=O)C1(N2CCCC2)CCN(Cc2ccccc2)CC1	-0.3	-4.1%	·	-5.0%	19.9%	·	·
(cont.)
SMILES	HCMV antiviral	TbPYK inhibitor	AmpC inh detg	AMA1-RON2 inh	HCV inhibitor	LmPK inh	AmpC inh no detg
COc1ccc(NC(=O)c2ncoc2-c2ccco2)cc1Cl	-22.2	-5.7%	0.8%	·	·	·	·
CC(=O)N1CN(C2CCS(=O)(=O)C2)Cc2c1sc1c2CCCC1 (stereo not drawn)	-26.6	-6.5%	-11.6%	3.4%	6.1%	1.8%	11.0%
CC(=O)Nc1cc[n+](CC(=O)c2cccc([N+](=O)[O-])c2)cc1	16.5	9.1%	?	-3.4%	-10.4%	-12.0%	-7.9%
Cc1ccccc1CNC(=O)COc1ccccc1	17.9	-2.4%	?	12.9%	5.2%	-1.9%	-23.5%
COc1cccc(-c2noc(C3CCCN(C(=O)CC(C)(C)C)C3)n2)c1 (stereo not drawn)	55.9	-7.8%	-1.2%	-1.4%	10µM*	14.1%	-2.8%
Brc1ccc(NC(c2ccccc2)c2ccncc2)cc1 (stereo not drawn)	-3.7	-9.8%	-3.4%	-19.4%	-4.0%	1.6%	-17.6%
CCCc1nc(SCC(=O)N2CCCc3ccccc32)c2c(=O)n(C)c(=O)n(C)c2n1	·	5.0%	-3.7%	-5.3%	10µM*	2.4%	39.8µM*

Of the compounds above, five have a COOH group.
SMILES	HCMV antiviral	TbPYK inhibitor	AmpC inh detg	AMA1-RON2 inh	HCV inhibitor	LmPK inh	AmpC inh no detg
CC(=O)Nc1cccc(NC(=O)C2C3C=CC(C3)C2C(=O)O)c1 (stereo not drawn)	-4.6	4.3%	-1.8%	1.7%	13.2%	-2.0%	-2.8%
CC1(C)Cc2ccccc2C(=NC(Cc2ccccc2)C(=O)O)N1 (stereo not drawn)	43.2	1.5%	-0.6%	35.9%[activator]	13.9%	-2.7%	-15.7%
Cc1oc(C(C)(C)C)cc1C(=O)N1CCCC1C(=O)O (stereo not drawn)	22.6	2.7%	?	3.8%	12.9%	0.1%	-18.9%
O=C(O)C1CCCCC1C(=O)NCCc1ccc(F)cc1 (stereo not drawn)	8.9	5.9%	2.2%	19.9%	16.1%	2.8%	4.4%
O=C(O)/C=C/C(=O)Nc1ccc(OCc2ccccc2)cc1	32.2	-11.1%	-0.2%	-14.3%	15.3%	-1.7%	-21.8%
